RGS4 inh: inhibitors of human regulator of G protein signaling 4 | Transcreener GDP fluorescence polarization, RGS4-accelerated GTP hydrolysis | Potency, µM (highest dose often 114 µM), for inactives: top-dose activity change, negative = inhibition, hits mostly inhibitors | actives 0.039% (n = 390,000) | AID 504845; further: potency means the concentration at half of the fitted maximal effect; on the % scale 0 is the no-effect control and ±100 the full control effect; nearly all actives have a fitted effect of over 75% in size; some results filed as inactive show a strong effect at the top dose
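MLSMR compounds (23 nl, pin-transferred) preincubated 10 min at room temperature with a 500nM (2x) first reagent, then RGS4 at 900nM (2x) plus Transcreener GDP mix added; fluorescence polarization (620/688 nm) read before and after 90 min at 30 °C.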
ERG-DNA inh: blocks human ERG Ets domain binding to DNA; P11308; fluorescence polarization, His-ERG Ets domain / labelled DNA; Potency, µM (series often up to 76.9 µM), for the others: top-dose FP activity, negative = inhibition, most hits filed as inhibitors; actives 0.028% (n = 370,000); AID 624246; active means well fitted inhibition curve with a large enough effect in the polarisation, with a control signal flat; inconclusive means small, poorly fitted or top-dose-only effect, or effect the other way, or a change in a side signal; inactive means no such curve, though single readings can be large or run the other way; the % refers to the polarisation;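 further: polarization taken with two DNA probes labelled with fluorescein and Texas red; potency means the concentration at half of the fitted maximal effect; % of control where 0% means no effect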
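His-tagged ERG Ets domain (1 uM in the protein solution; 300mM KCl, 50mM Tris-HCl, 1mM EDTA, 1mM DTT, pH 7.5) received compound, then a probe mix of 5 nM fluorescein-DNA and 100nM Texas-615-DNA. Fluorescence polarization was read for both dyes.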
ALOX12 inh: inhibitors of human 12S-lipoxygenase ALOX12. purified 12hLO, xylenol orange hydroperoxide absorbance. actives 1.1% (n = 580,000). P18054. AID 1671190. Potency, µM (titrated, usually from 108 µM), for inactives: top-dose activity change, negative = inhibition, hits mostly inhibitors; further: potency means the concentration at half of the fitted maximal effect; on the % scale 0 is the no-effect control and ±100 the full control effect
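Purified human 12hLO (150 nM final) in 25 mM Hepes, 0.01% Triton X-100, pH 7.0 was preincubated 15 min at room temperature with compound. Then 40 uM arachidonic acid was added, 30 min. Hydroperoxide was read by Fe-XO absorbance ratio 573/405 nm.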
APE1 inh: inhibitors of human APE1 endonuclease; Potency, µM (titrated, usually from 65.8 µM), inactives show top-dose activity change, negative = inhibition, usual class: inhibitors; actives 0.35% (n = 350,000); P27695; recombinant APE1, TAMRA/BHQ-2 abasic DNA cleavage fluorescence;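 further: potency means the concentration at half of the fitted maximal effect; plate controls were vehicle for no effect and reference inhibitor for full effect; nearly all actives have a fitted effect of over 55% in size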
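APE1 at 0.75 nM final was preincubated with compound 15 min at room temperature, then 50 nM double-stranded THF abasic-site substrate (5'-TAMRA/3'-BHQ-2) was added. Fluorescence (ex 525/em 598 nm) was read kinetically; third-minus-first read gave activity.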
POLK inh: DNA polymerase kappa (human) inhibition; Q9UBT6; purified Pol kappa, fluorescent DNA synthesis assay, 10 min; Potency, µM (series often up to 107 µM), for inactives: at the highest dose activity, negative = inhibition, actives largely listed as inhibitors; actives 0.53% (n = 400,000); AID 588579; further: potency means the concentration at half of the fitted maximal effect; on the % scale 0 is the no-effect control and ±100 the full control effect
Target sequence (Q9UBT6 whole entry, looked up): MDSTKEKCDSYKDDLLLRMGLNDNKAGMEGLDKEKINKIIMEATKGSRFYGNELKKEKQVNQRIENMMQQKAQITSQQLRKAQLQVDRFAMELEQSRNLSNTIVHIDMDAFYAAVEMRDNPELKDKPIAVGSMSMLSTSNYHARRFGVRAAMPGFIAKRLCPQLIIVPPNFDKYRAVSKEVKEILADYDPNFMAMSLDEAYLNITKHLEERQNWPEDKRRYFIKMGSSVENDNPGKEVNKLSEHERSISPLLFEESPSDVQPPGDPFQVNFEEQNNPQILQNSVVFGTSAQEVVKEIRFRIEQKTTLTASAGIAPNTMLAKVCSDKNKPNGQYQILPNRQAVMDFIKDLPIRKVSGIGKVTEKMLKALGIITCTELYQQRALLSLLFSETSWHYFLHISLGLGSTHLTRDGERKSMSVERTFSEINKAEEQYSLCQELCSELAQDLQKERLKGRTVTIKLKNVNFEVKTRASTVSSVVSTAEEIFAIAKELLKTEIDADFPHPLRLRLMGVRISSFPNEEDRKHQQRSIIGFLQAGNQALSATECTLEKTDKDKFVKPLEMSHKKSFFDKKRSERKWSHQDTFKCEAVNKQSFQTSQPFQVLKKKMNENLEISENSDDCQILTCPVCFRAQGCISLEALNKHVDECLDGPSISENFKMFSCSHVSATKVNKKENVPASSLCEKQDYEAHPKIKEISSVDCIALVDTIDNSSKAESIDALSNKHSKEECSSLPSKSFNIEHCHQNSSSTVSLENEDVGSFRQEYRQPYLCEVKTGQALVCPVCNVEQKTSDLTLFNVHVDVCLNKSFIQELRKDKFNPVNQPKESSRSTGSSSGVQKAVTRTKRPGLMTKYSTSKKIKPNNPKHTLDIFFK
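Readout: fluorescence, taken kinetically at 0 and 10 min. Conditions: 10 nM Pol kappa, 15 min RT compound preincubation, 50 nM substrate final. Controls: enzyme-free buffer wells.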
LDHA inh: LDHA (human) enzyme inhibition; AID 1347041; actives 0.15% (n = 480,000); purified LDHA, NADH/diaphorase-resazurin fluorescence; hits give low values; P00338; activity change, % (values are at about 110 or 230 µM); in the data active means activity change below about -30%; inconclusive means mostly about -25% to -30%;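 further: plate controls were DMSO wells for no effect and wells without enzyme for full effect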
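Enzyme activity of human lactate dehydrogenase 5 (2 nM; 0.06 mM NADH, 0.2 mM pyruvate, 5 min, RT) is measured via a resazurin/diaphorase fluorescence readout of residual NADH.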
POLB inh: DNA polymerase beta (human) inhibition. AID 485314. P06746. Pol beta primer extension/strand displacement, fluorescence kinetic. actives 1.3% (n = 340,000). Potency, µM (doses to about 114 µM), for inactives: at the top dose activity change, negative = inhibition, most hits filed as inhibitors; further: potency means the concentration at half of the fitted maximal effect; on the % scale 0 is the no-effect control and ±100 the full control effect
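Pol beta (10 nM) was preincubated with compound for 15 min at room temperature. The reaction was then started with 50 nM substrate and read immediately and after a further 10 min at room temperature.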
Apoferritin bind: candidate novel general anesthetic via apoferritin binding | P02791 | apoferritin/1-aminoanthracene competitive binding, fluorescence | Potency, µM (doses to about 77.5 µM), for the others: at the top dose activity change, negative = displacement, actives largely listed as inhibitors | actives 0.074% (n = 350,000); further: potency means the concentration at half of the fitted maximal effect; on the % scale 0 is the no-effect control and ±100 the full control effect; nearly all actives have a fitted effect of over 20% in size
Target sequence (P02791 2-175 limits assumed): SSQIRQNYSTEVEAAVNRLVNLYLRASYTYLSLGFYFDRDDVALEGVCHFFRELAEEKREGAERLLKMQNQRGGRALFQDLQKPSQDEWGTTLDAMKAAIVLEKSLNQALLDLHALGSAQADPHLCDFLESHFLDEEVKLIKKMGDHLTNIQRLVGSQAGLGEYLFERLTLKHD
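Concentration-response curves derived by four-parameter Hill fitting of normalized fluorescence, where compounds displaced 1-AMA from 10 uM horse apoferritin following a brief 10 min room-temperature incubation; propofol titration acted as positive control.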
POLH inh: DNA polymerase eta (human) inhibition. Q9Y253. recombinant Pol eta, fluorescent DNA replication assay. Potency, µM (titrated, usually from 114 µM), for inactives: top-dose activity change, negative = inhibition, hits mostly inhibitors. actives 1.2% (n = 390,000). AID 588591; further: potency means the concentration at half of the fitted maximal effect; on the % scale 0 is the no-effect control and ±100 the full control effect
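Pol eta at 10 nM preincubated with compounds 15 min at room temperature; reaction started with fluorescent substrate (50 nM final) and read kinetically at 0 and 10 min.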
* hit, by the source's call; ? = inconclusive; nt = not tested or not shown; & = joins results of further samples; [ ] = another dose, or the depositor's remark. Unless noted, the call rests on the fitted dose curve; in most records, active means well fitted curve in the direction sought with a large enough effect; inconclusive means small, poorly fitted or top-dose-only effect, or another doubt; inactive means no such curve, though single readings can be large; an effect the other way counts as inactive or inconclusive. Not all compounds are listed; count on the stated rates, not on these rows.

Below each compound – RGS4 inh, ERG-DNA inh, ALOX12 inh, APE1 inh, POLK inh, LDHA inh, POLB inh, Apoferritin bind, POLH inh
COC(=O)c1scc(C)c1N/N=C(\C)c1ccc(F)cc1
  -20%, 0%, ?, 7%, 4%, -3, 2%, 3%, -12%
O=C(CSc1nnc(NC(=O)c2ccccc2C(=O)O)s1)Nc1ccccc1Cl
  ?, 2%, ?, 13%, -8%, -2, 34%[activator], -5%, -6%
COc1ccc2nc(NC(=O)c3ccc(Br)s3)sc2c1
  -8%, -4%, 0%, 0%, -11%, -8, ?, -6%, -10%
Cc1cccc(CNC(=O)c2oc3c(c2C)-c2nn(Cc4ccccc4Cl)cc2CC3)c1
  30%, 7%, -10%, nt, -1%, 28, -14%, -13%, -5%
O=C(Nc1cc(Cl)cc(Cl)c1)C(NCC1CCCO1)c1ccccc1 (centres undefined)
  1%[11.4 µM], -5%, 5%, 2%, -4%[60.1 µM], 1, -9%[57.1 µM], -24%, -11%
CS(=O)(=O)N1N=C(c2cccs2)CC1c1ccc(F)cc1 (centres undefined)
  11%[11.4 µM], 1%, 3%, ?, -12%, -5, -3%, 0%, 12%
COc1ccc(C(=O)c2cn(Cc3ccccc3F)c3cc4c(cc3c2=O)OCO4)cc1
  0%, 3%, -7%, nt, -11%, 1, 4%, -10%, -8%
Cc1ccc(-n2nc3c(=O)n(C(C)C(=O)NCc4ccc5c(c4)OCO5)nc(C)c3c2C)cc1 (centres undefined)
  -21%[56.9 µM], -5%, -28%, 14%, -8%, -9, ?, ?, -8%
COc1ccccc1C(=O)NNC(=O)CCC(=O)NCc1ccccc1
  -2%, -6%, 6%, 9%, -9%, -8, 0%, 0%, -11%
OCc1cc(-c2ccccn2)no1
  -34%, -2%, -4%, 34%, 14%, -3, nt, nt, -11%
CCOC(=O)CN=C1CC(C)(C)CC2=C1Sc1ncnc(N(C)C)c1N2
  -52%, -1%, ?, -2%, 0%, 8, -5%, -3%, 3%
Cc1cc(Nc2ccc3c(c2)OCCO3)c2ccccc2n1
  -35%, nt, -8%, 2%, -11%, -7, 8%, -15%, -9%
O=C(NC1CCCCC1)c1cc(S(=O)(=O)N2CCCCC2)ccc1N1CCOCC1
  -12%, -9%, -4%, 13%, -9%, -5, nt, nt, -14%
COC(=O)[C@H](CCSC)NC(=O)Cn1cnc(C(=O)Nc2ccc(C)c(C)c2)n1
  -48%, -5%, -3%, 22%, 7%, -2, nt, nt, -8%
Cc1nc2ccc(NC(=O)c3ccc(S(=O)(=O)N4CCOCC4)cc3)cc2s1
  -13%, -5%, 0%, 30%, -23%, -1, 2%, -13%, -14%
Cc1nnc(NS(=O)(=O)c2ccc(Br)cc2)s1
  -10%, -2%, 0%, 11%, 11%, -1, 14%, -7%, -6%
Cn1cccc1C(=S)N1CCOCC1
  -16%, -1%, ?, 1%, -1%, -3, -9%, -3%, -14%
O=C(NC(=S)Nc1ccccc1)c1cncc(C#Cc2ccccc2)c1
  -5%, -11%, -11%, 2%, -1%, -10, 10%, 8%, 3%
COc1cccc(NS(=O)(=O)c2ccc3c(c2)CCCN3C(=O)C2CCC2)c1
  -12%, -3%, ?, nt, -3%[60.1 µM], 2, -13%, 99%[activator], -5%
Cc1ccnc(SCC(=O)NC2CC2)n1
  33%, 18%, -2%, 6%, -9%, -5, 28%, 0%, 9%
Cc1ccc(S(=O)(=O)N2C(=O)c3cccc4cccc2c34)cc1
  13%, 8%, -22%, -11%, -13%, 4, -11%, -1%, ?
Cc1ccc(N2CCCn3c2cc(C)c(C#N)c3=O)cc1Cl
  0%, -2%, 0%, -2%, -19%, 5, 5%, 0%, 1%
Cc1ccc2cc(C=C(C#N)C#N)c(N3CCCCC3)nc2c1
  -34%, nt, -7%, -9%, -13%, 12, ?, ?, ?
Cc1[nH]c2ccc(Br)cc2c(=S)c1C/C=C/Cl
  -37%[56.9 µM], -20%, ?, 3%, 2%, -2, 8%, -1%, 4%
O=S(=O)(C(=CNc1ccccc1)S(=O)(=O)c1ccccc1)c1ccccc1
  -4%, 0%, -21%, -5%, -4%, -7, 12%, 3%, -9%
CC1=C(C(=O)Nc2cc(C(=O)N3CCN(c4cccc(C)c4C)CC3)ccc2C)SCCO1
  9%[56.9 µM], -20%, -23%, -5%, -8%, -3, -17%, -1%, -16%
COc1ccc(N(CC(=O)Nc2cc(C)cc(C)c2)S(=O)(=O)c2ccccc2[N+](=O)[O-])c(OC)c1
  -6%, -2%, -19%, 5%, 4%, 2, 26%, -22%, -19%
Cc1cccc(NC(=O)CNC(=O)C23CC4CC(CC(Cl)(C4)C2)C3)n1
  1%, -3%, -19%, -4%, -12%, -1, nt, nt, 1%
CC(C)(C)c1ccc(CSc2nnc(-c3ccccn3)n2Cc2ccco2)cc1
  -35%, -2%, 0%, -5%, -8%, -1, -20%, 39%[activator], -15%
Cc1ccc(NC(=O)NC2=N/C(=C(/C#N)C(=O)N3CCCC3)c3ccccc32)cc1
  13%, 6%, -5%, -4%, -2%, -1, -1%, ?, -18%

Full records as entered above. Order of values: RGS4 inh | ERG-DNA inh | ALOX12 inh | APE1 inh | POLK inh | LDHA inh | POLB inh | Apoferritin bind | POLH inh
COC(=O)[C@H](CCSC)NC(=O)Cn1cnc(C(=O)Nc2ccc(C)c(C)c2)n1 is entered as -48% | -5% | -3% | 22% | 7% | -2 | nt | nt | -8%
CC1=C(C(=O)Nc2cc(C(=O)N3CCN(c4cccc(C)c4C)CC3)ccc2C)SCCO1 is entered as 9%[56.9 µM] | -20% | -23% | -5% | -8% | -3 | -17% | -1% | -16%

Carrying on.
Below each compound – RGS4 inh, ERG-DNA inh, ALOX12 inh, APE1 inh, POLK inh, LDHA inh, POLB inh, Apoferritin bind, POLH inh
CC(=O)N/C(=C\c1ccccc1)C(=O)OCC(=O)c1c(N)n(C)c(=O)n(C)c1=O
  -8%, 9%, 5%, 3%, -9%, -1, nt, nt, -7%
CCCCn1c(N)c(N(CC(C)C)C(=O)CC(NC(=O)c2ccccc2)c2ccccc2)c(=O)[nH]c1=O (centres undefined)
  -5%, 2%, ?, 13%, -2%, -3, nt, nt, -17%
COc1cc(NC(=O)CN2c3ccccc3S(=O)(=O)c3ccccc32)cc(OC)c1
  -16%, 17%, -26%, nt, -2%, 7, -1%, -11%, -2%
COC(=O)c1sccc1N/N=C/c1ccc(OC)c(OC)c1OC
  3%, 1%, ?, -2%, -13%, 3, -6%, 384%[activator], -9%
Cc1cccc(N2CCN(S(=O)(=O)c3ccc4c(c3)n(C)c(=O)c(=O)n4C)CC2C)c1 (centres undefined)
  -10%, -17%, -27%, 27%, 3%, -2, 10%, -5%, 0%
CCOc1ccc(CCNC(=O)COc2cccc(-n3cnnn3)c2)cc1OCC
  -20%, -2%, -10%, 12%, -12%, -6, nt, nt, -21%
CCCCNC(=S)NNC(=O)C1=NN(c2cc(C)ccc2C)C(=O)CC1
  0%, 5%, -22%, 78%[activator], -10%, 0, 3%, -9%, 5%
COc1cccc(CNC(=O)C2CCC(CNS(=O)(=O)c3cccc4nsnc34)CC2)c1 (centres undefined)
  7%, 0%, -6%, 3%, -3%, 0, -1%, -24%, -4%
CC(C)N1C(=O)CCC1C(=O)N1CCC(Cc2ccccc2)CC1 (centres undefined)
  3%, 4%, 15%[57.4 µM], 15%, -11%, -6, 0%, 4%, -5%
O=C(Cc1ccc(F)cc1)Nc1c2c(nn1-c1cccc(Cl)c1)CS(=O)C2 (centres undefined)
  -11%, -8%, -8%, -1%, -2%, -4, 19%, -9%, -4%
COc1ccc(NC(=O)CSc2oc(-c3cccs3)nc2S(=O)(=O)c2ccccc2)c(OC)c1
  -43%, -5%, ?, nt, -22%, 16, 4%, -3%, -13%
CCOC(=O)c1ccc(N=C2SC(C(=O)NCCc3ccccc3)CC(=O)N2C)cc1 (centres undefined)
  -5%, -2%, 1%, -3%, 1%, -7, ?, -4%, -14%
Nc1nc2ccc(C(=O)Nc3ccc(N4CCOCC4)cc3)cc2s1
  2%, -1%, 3%, 30%, -25%, -3, nt, nt, -19%
Cc1cc(=O)[nH]c(Nc2c(C)n(C)n(-c3ccccc3)c2=O)n1
  -11%, -2%, -1%, -3%, -1%, -5, -2%, -3%, -2%
C=CCn1c(SCC(=O)NC)nnc1C12CC3CC(CC(C3)C1)C2
  -10%, 2%, 0%, 59%, 4%, 0, -11%, -8%, -5%
CCCCN(C)C(=O)c1cc2cc([N+](=O)[O-])cc(OC)c2oc1=O
  0%, 15%, -18%&26%, 3%, -8%, 9&-2, 8%, -9%, 5%
O=C(NCCCC(=O)N1CCCCC1)c1ccc(Cl)cc1
  -2%, -3%, 497%[activator], -4%, -13%, -4, 29%, -6%, -20%
CCSc1nc2sc3c(c2c(=O)[nH]1)CCCC3
  7%, -8%, 0%, -4%, 4%, -1, -8%, -1%, -12%
COCCN(C(=O)COC(=O)/C=C/c1ccc(SC)cc1)c1c(N)n(Cc2ccccc2)c(=O)[nH]c1=O
  -15%, -10%, ?, nt, -18%, -6, nt, nt, -11%
Cc1ccc2[nH]c3c(=O)n(CCN4CCOCC4)cnc3c2c1
  -1%, -2%, 1%, -4%, 4%, 0, -3%, -5%, 7%

Screening results deposited in PubChem by National Center for Advancing Translational Sciences (NCATS).
